EBI2 antag = EBI2 (human) antagonism; EBI2 beta-arrestin recruitment, luminescence, 7a,25-OHC stimulated; inhibition, % at 5 µM; 0.81% of 360,000 active; in the data active = inhibition above about 38%;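 also: enzyme fragment complementation signal reports receptor beta-arrestin coupling in cells; 0% = agonist plus DMSO wells and 100% = wells without agonist; some results beyond the cut were filed as inactive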
MPTP inh = permeability transition pore inhibition | 1.4% of 360,000 active | inhibition, % at 10 µM | isolated mouse mitochondria, Ca2+ swelling absorbance, 30 min;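 active = inhibition of 50% or more, scaled per plate between neutral and stimulator controls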;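 also: 0% = DMSO wells given calcium and 100% = 1 mM EGTA wells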
Gli-Sufu antag = blocks Gli-Sufu signaling in a luciferase reporter; 0.74% of 340,000 active; inhibition, % at 5 µM; Sufu-KO-LIGHT fibroblasts, Gli luciferase reporter luminescence; AID 588413;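 active = inhibition above about 55%, limit read from the data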;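 also: 0% = DMSO-treated cells and 100% = wells with medium but no cells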
APOBEC3G inh = inhibitors of human APOBEC3G DNA deaminase; Q9HC16; 0.28% of 330,000 active; AID 493012; inhibition, % at 20 µM; recombinant A3G, ssDNA deamination FAM/TAMRA fluorescence;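 active = inhibition of at least 40% at 20 µM, with no more than 30% in the related APOBEC3A deaminase screen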;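 also: plate controls were DMSO wells with A3G for no effect and wells lacking A3G enzyme for full effect; some compounds called inactive have numbers as strong as hits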
GRIN3A LBD mod = modulators (binders) of human NR3A ligand-binding domain | Tm shift relative to glycine control, % at 25 µM | NR3A LBD differential scanning fluorimetry, Tm shift; 0% = protein alone, 100% = glycine-bound protein | AID 1259313 | 2.5% of 340,000 active;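 active = melting temperature shift of at least 10% of the positive control shift, at one fixed dose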
CCR6 antag = antagonists of human CCR6 receptor. CHO-K1 CCR6 PathHunter beta-arrestin, luminescence, CCL20-stimulated. 0.49% of 340,000 active. inhibition, % at 20 µM. P51684;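 active = compounds whose inhibition of the agonist-driven luminescence signal at 20 µM reaches about 50%, limit read from the data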;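 also: cells stimulated with CCL20 at 14 nM final; plate controls were DMSO with CCL20 for no effect and DMSO without agonist for full effect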
Target sequence (P51684 whole entry, looked up): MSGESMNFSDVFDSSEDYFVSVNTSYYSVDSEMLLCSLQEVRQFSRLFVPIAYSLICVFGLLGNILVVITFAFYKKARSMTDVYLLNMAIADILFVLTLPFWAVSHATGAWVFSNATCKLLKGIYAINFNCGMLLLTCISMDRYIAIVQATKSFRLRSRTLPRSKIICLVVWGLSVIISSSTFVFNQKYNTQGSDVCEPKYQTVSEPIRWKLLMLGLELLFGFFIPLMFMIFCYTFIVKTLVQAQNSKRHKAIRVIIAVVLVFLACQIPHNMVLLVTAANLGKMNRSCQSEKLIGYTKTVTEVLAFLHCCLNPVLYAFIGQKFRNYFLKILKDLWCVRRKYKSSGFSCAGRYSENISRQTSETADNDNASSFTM
APOBEC3A inh = blocks human APOBEC3A ssDNA deamination; P31941; recombinant A3A, FAM/TAMRA ssDNA deamination fluorescence; 0.41% of 330,000 active; inhibition, % at 20 µM;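 active = at least 40% inhibition at 20 µM here, with at most 30% in a related deaminase screen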;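 also: plate controls were A3A with DMSO for no effect and wells lacking A3A enzyme for full effect; some results filed as inactive read as strong as hits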
Target sequence (P31941 whole entry, looked up): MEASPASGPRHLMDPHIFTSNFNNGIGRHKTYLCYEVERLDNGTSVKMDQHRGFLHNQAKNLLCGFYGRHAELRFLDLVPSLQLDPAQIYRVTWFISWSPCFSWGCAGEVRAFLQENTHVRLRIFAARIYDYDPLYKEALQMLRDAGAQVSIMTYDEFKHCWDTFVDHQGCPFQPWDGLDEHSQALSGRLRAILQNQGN
CXCR6 inh = blocks human CXCR6 beta-arrestin recruitment | O00574 | CHO-K1 PathHunter CXCR6 beta-arrestin, luminescence | inhibition, % at 20 µM | 0.36% of 360,000 active | AID 602244; in the data active = inhibition above about 34%, passing the limit was not always enough;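 also: antagonist mode with CXCL16 agonist at 10 nM final; 0% = 10 nM CXCL16 with DMSO and 100% = unstimulated wells without agonist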
Target sequence (O00574 whole entry, looked up): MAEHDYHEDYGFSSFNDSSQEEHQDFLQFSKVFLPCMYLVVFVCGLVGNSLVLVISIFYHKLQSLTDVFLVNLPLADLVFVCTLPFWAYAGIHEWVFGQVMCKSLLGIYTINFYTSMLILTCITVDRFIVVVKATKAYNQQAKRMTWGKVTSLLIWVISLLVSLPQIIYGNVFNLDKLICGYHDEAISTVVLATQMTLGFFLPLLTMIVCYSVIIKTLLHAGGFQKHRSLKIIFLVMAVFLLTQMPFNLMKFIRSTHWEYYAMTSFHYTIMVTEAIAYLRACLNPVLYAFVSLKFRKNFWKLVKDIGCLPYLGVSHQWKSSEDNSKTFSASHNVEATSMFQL
Numbers without * were called inactive; · = not tested or not shown.

cpd	mol	Gli-Sufu antag	APOBEC3G inh	CCR6 antag	MPTP inh	APOBEC3A inh	CXCR6 inh	GRIN3A LBD mod	EBI2 antag
1	COc1ccccc1CNC(=O)C(=O)NCC1OCCCN1S(=O)(=O)c1cccs1 (centres undefined)	2	-6	5	-2.7	-5	4	-2	5
2	COc1ccc(CNC(=O)CSc2nc3ccc(N)cc3s2)cc1	-12	-9	10	0.3	0	-12	-2	-3
3	COc1ccc2nc3sc(C(=O)NCCN4CCc5ccccc5C4)cc3cc2c1	-19	0	15	1.0	6	6	19*	7
4	CCCCOC(=O)N/N=C/C=C/c1ccccc1	-32	-4	15	-0.4	2	1	-1	-11
5	COC(=O)c1ccc(C)c(NC(=O)CN2C(=O)c3ccccc3S2(=O)=O)c1	2	-10	-12	-2.0	0	-4	0	6
6	CCC(=O)NC(=S)Nc1ccc(-c2nc3ccccc3s2)cc1	-65	18	0	3.7	-6	-2	-4	5
7	CCN(CC)CCN(C(=O)c1c(F)cccc1F)c1nc2cc(C)cc(C)c2s1	9	4	14	3.3	6	-3	1	9
8	CS(=O)(=O)c1ccc2nc(NC(=O)c3cccc(NS(=O)(=O)c4ccc(F)c(F)c4)c3)sc2c1	-8	-12	-1	44	-2	-4	26*	5
9	CCOC(=O)CC(NS(=O)(=O)c1ccc2[nH]cc(C(=O)O)c(=O)c2c1)c1ccc(OCC)c(OC)c1 (centres undefined)	-13	14	21	-1.9	47*	8	1	-9
10	Cc1cnc(NC(=O)c2cccs2)s1	-17	-7	-1	1.2	-6	0	2	12

(continued)
cpd	mol	Gli-Sufu antag	APOBEC3G inh	CCR6 antag	MPTP inh	APOBEC3A inh	CXCR6 inh	GRIN3A LBD mod	EBI2 antag
11	CC(C)C(=O)N1CCN(c2ccc(NC(=O)c3ccc([N+](=O)[O-])o3)cc2)CC1	12	-6	-3	3.8	6	-10	0	0
12	CCOC1OC(=O)C(Cl)=C1Nc1ccccc1C (centres undefined)	0	1	-3	2.2	1	-16	-8	-3
13	O=C(CC(=O)c1ccccn1)c1ccccc1	-70	·	35	-0.1	·	24	3	-6
14	COc1ccc(-c2noc(-c3cccs3)n2)cc1OC	-68	-11	0	-0.6	-1	6	0	14
15	O=C(O)c1cc([N+](=O)[O-])ccc1Oc1ccccc1	-22	·	11	-0.6	·	3	0	-8
16	Cc1nnc(SCC2=C(C(=O)O)N3C(=O)C(NC(=O)Cn4nc(C)c(Cl)c4C)C3SC2)s1 (centres undefined)	-5	-3	-15	0.0	9	-9	2	4
17	O=C(Cn1c2ccccc2c2nc3n(c(=O)c21)CCS3)Nc1ccccc1C(F)(F)F	-8	-1	11	1.0	5	1	3	6
18	COc1ccc(C(=O)NNC(=O)CN(C)S(=O)(=O)c2ccc(Cl)cc2)c(OC)c1OC	-1	-8	6	-3.0	-4	0	0	0
19	CC1CC(=O)N(CC(=O)NC2CCCCC2)c2ccccc2S1 (centres undefined)	-9	-10	9	-0.9	-6	0	-1	-3
20	NC(=S)N/N=C/c1ccccc1OC(=O)c1cc2ccccc2oc1=O	23	-3	1	-0.1	-5	14	1	-26

Eleven of the compounds above, with two lines to a compound.
Values in the order: Gli-Sufu antag	APOBEC3G inh	CCR6 antag	MPTP inh	APOBEC3A inh	CXCR6 inh	GRIN3A LBD mod	EBI2 antag
10) Cc1cnc(NC(=O)c2cccs2)s1
    -17	-7	-1	1.2	-6	0	2	12
11) CC(C)C(=O)N1CCN(c2ccc(NC(=O)c3ccc([N+](=O)[O-])o3)cc2)CC1
    12	-6	-3	3.8	6	-10	0	0
12) CCOC1OC(=O)C(Cl)=C1Nc1ccccc1C (centres undefined)
    0	1	-3	2.2	1	-16	-8	-3
13) O=C(CC(=O)c1ccccn1)c1ccccc1
    -70	·	35	-0.1	·	24	3	-6
14) COc1ccc(-c2noc(-c3cccs3)n2)cc1OC
    -68	-11	0	-0.6	-1	6	0	14
15) O=C(O)c1cc([N+](=O)[O-])ccc1Oc1ccccc1
    -22	·	11	-0.6	·	3	0	-8
16) Cc1nnc(SCC2=C(C(=O)O)N3C(=O)C(NC(=O)Cn4nc(C)c(Cl)c4C)C3SC2)s1 (centres undefined)
    -5	-3	-15	0.0	9	-9	2	4
17) O=C(Cn1c2ccccc2c2nc3n(c(=O)c21)CCS3)Nc1ccccc1C(F)(F)F
    -8	-1	11	1.0	5	1	3	6
18) COc1ccc(C(=O)NNC(=O)CN(C)S(=O)(=O)c2ccc(Cl)cc2)c(OC)c1OC
    -1	-8	6	-3.0	-4	0	0	0
19) CC1CC(=O)N(CC(=O)NC2CCCCC2)c2ccccc2S1 (centres undefined)
    -9	-10	9	-0.9	-6	0	-1	-3
20) NC(=S)N/N=C/c1ccccc1OC(=O)c1cc2ccccc2oc1=O
    23	-3	1	-0.1	-5	14	1	-26

(cont.)
cpd	mol	Gli-Sufu antag	APOBEC3G inh	CCR6 antag	MPTP inh	APOBEC3A inh	CXCR6 inh	GRIN3A LBD mod	EBI2 antag
21	O=S(=O)(c1cccs1)N1CCCc2ccccc21	3	-2	11	-1.3	0	8	1	-3
22	Cc1ccc(S(=O)(=O)/N=C(\CN2CCCCC2)N2CCOCC2)cc1	5	-9	15	-0.8	-7	7	-13	-9
23	COCc1c(C(=O)OC)nnn1-c1ccccc1	-1	-7	0	-1.2	-4	-1	0	2
24	COC(=O)/C=C/c1ccc(-n2ccnc2)cc1	-4	-5	15	0.6	-4	2	-1	-8
25	O=C(Nc1ccc2cn[nH]c2c1)c1c(Cl)cccc1Cl	-6	-8	1	-0.6	-3	-5	1	2
26	COCCN(CC(=O)Nc1cccc(C)c1)S(=O)(=O)c1ccc(S(=O)(=O)N2CCCC2)cc1	-27	-4	22	0.6	-2	-14	-2	4
27	O=C(CSc1nc2ccc(NC(=O)c3ccccc3C(=O)O)cc2s1)Nc1c(Cl)cccc1Cl	1	4	15	-1.8	1	0	-3	3
28	COc1ccc(C2CC(c3ccc(C)o3)=NN2C(C)=O)cc1 (centres undefined)	-69	-9	-7	-0.1	-1	7	-6	0
29	CCOC(=O)N1CCN(C2CC(=O)N(c3ccccc3)C2=O)CC1 (centres undefined)	-8	-5	7	1.5	-5	3	0	-1
30	Cc1ccc(N2CC(=O)Nc3c(sc4nc(C)cc(C)c34)C2=O)cc1	5	1	6	2.9	0	8	-4	-2

The list continues:
cpd	mol	Gli-Sufu antag	APOBEC3G inh	CCR6 antag	MPTP inh	APOBEC3A inh	CXCR6 inh	GRIN3A LBD mod	EBI2 antag
31	O=[N+]([O-])c1cccc2ccc(N3CCOCC3)nc12	-11	-6	16	-0.4	-8	0	-1	0
32	O=C(OCC(=O)N1CCCc2ccccc21)c1ccccc1[N+](=O)[O-]	-5	-13	-1	-0.6	-1	-4	-1	-6
33	CC(C)(C)c1ccc(C(=O)NCC(=O)OCC(=O)N2CCN(S(=O)(=O)c3ccc(Cl)cc3)CC2)cc1	-24	1	-6	-0.7	1	-4	0	0
34	COc1cccc(-c2noc(C3CCCN(S(=O)(=O)c4cccc(Cl)c4C)C3)n2)c1 (centres undefined)	1	-7	-7	0.3	-2	-8	1	27
35	COc1ccccc1-n1cnnc1SCC(=O)Nc1cccc(S(N)(=O)=O)c1	3	-9	3	0.4	3	-2	-1	0
36	CC(=O)OC(C(=O)N1CCN(c2ccc(F)cc2)CC1)c1ccccc1 (centres undefined)	-3	-2	-8	-0.8	1	9	2	-1
37	CC1Cc2ccccc2N1c1nc(C2CC2)nc2c1nnn2Cc1ccccc1 (centres undefined)	1	-5	25	4.5	-3	5	1	18
38	Cc1ccc(CSc2cc(C)[nH]c(=O)n2)cc1	19	0	8	-2.0	3	16	-2	-17
39	Cc1cccc(OCCCC(=O)NC(C)c2ccccc2)c1 (centres undefined)	1	-9	3	0.0	-7	2	0	1
40	Cc1ccc2c(CN(C)Cc3ccc(OC(F)F)cc3)cc(=O)oc2c1C	-1	-4	2	15	0	0	3	12

Next section:
cpd	mol	Gli-Sufu antag	APOBEC3G inh	CCR6 antag	MPTP inh	APOBEC3A inh	CXCR6 inh	GRIN3A LBD mod	EBI2 antag
41	C/C(=N\NC(=O)CSc1nc(C)cc(C)n1)c1cccs1	6	-4	9	2.4	-1	-2	2	-7
42	O=C(NCC12CC3CC(C1)CC(CNC(=O)N1CCCC1)(C3)C2)N1CCCC1	7	-3	-5	-0.9	-1	-7	-2	3
43	C/C(=N/NC(=O)c1ccc(Br)o1)c1cccc(NC(=O)c2ccc(F)cc2)c1	-13	-5	-2	1.4	-1	-5	-3	4
44	COc1cc(NC(=O)COC(=O)c2ccc3ccccc3n2)cc(OC)c1	-5	-5	9	-0.7	2	0	1	3
45	C=CCc1ccc(OCC(O)CN2CCN(c3ccccc3)CC2)c(OC)c1 (centres undefined)	8	-5	5	1.6	1	-10	0	7
46	COc1ccc2c(c1)OC(O)(C(F)(F)F)CC2=O (centres undefined)	-22	0	7	0.5	-1	9	6	-8
47	COc1cccc2cc(-c3csc(NC(=O)CCC(=O)NCCCN4CCC(C)CC4)n3)c(=O)oc12	-83	-2	18	0.3	1	2	0	0
48	CCn1cc(/C=C(\NC(=O)c2ccccc2F)C(=O)NCCN2CCOCC2)c2ccccc21	-1	-2	7	-0.3	81*	5	-3	-5
49	Cc1ccsc1/C=C/c1n[nH]c(=O)c(C#N)c1C	19	2	7	0.5	-4	-6	-2	2
50	O=C(Nc1cccc2ccccc12)c1ccccc1Cl	-3	-6	3	-0.2	-5	5	0	5

More structures.
cpd	mol	Gli-Sufu antag	APOBEC3G inh	CCR6 antag	MPTP inh	APOBEC3A inh	CXCR6 inh	GRIN3A LBD mod	EBI2 antag
51	O=C(COC(=O)[C@H](Cc1c[nH]c2ccccc12)NC(=O)c1cccs1)NCc1ccccc1	-4	-4	-49	0.0	5	-11	8	8
52	O=C(Cc1ccc2c(c1)CCCC2)Nc1ccc2ccccc2c1	48	9	19	32	1	-2	2	10
53	Cc1onc(-c2ccccc2Cl)c1C(=O)O/N=C(\N)c1ccccc1	-6	-7	-28	1.8	1	-34	1	-14
54	CCN(CC)CCNC(=O)C(=O)Nc1cc2c3c(c1)CC(=O)N3CCC2	-25	5	9	2.5	4	-3	-3	-4
55	CC(C)CC(=O)NC(=S)N1CCN(c2ccc([N+](=O)[O-])cc2Cl)CC1	-7	-5	18	6.7	-3	8	-2	-4
56	CCn1nc(NS(=O)(=O)c2cccc3nonc23)c2cc3ccc(C)cc3nc21	-5	-2	46	1.1	-1	17	-8	2
57	O=C1CCC(C(=O)N2CCc3c(Cl)cccc3C2)CN1CCCN1CCOCC1 (centres undefined)	12	-5	15	1.1	0	-2	4	5
58	Cc1cccc(NC(=O)N2C3CCCC2CC(NC(=O)C2CC2)C3)c1 (centres undefined)	-2	-12	9	-1.1	-1	-7	-2	5
59	O=C(O)c1ccc(-c2nc(-c3ccccc3)c(-c3cccs3)[nH]2)cc1	-9	-4	9	0.5	1	4	1	-2
60	COc1ccccc1N1CCN(C(=O)Cn2cnc3c2c(=O)n(C)c(=O)n3C)CC1	6	-2	-3	-0.1	1	7	0	-7

More structures.
cpd	mol	Gli-Sufu antag	APOBEC3G inh	CCR6 antag	MPTP inh	APOBEC3A inh	CXCR6 inh	GRIN3A LBD mod	EBI2 antag
61	C/C(CC(=O)Nc1ccc2ccccc2c1)=N\NC(=O)c1ccc(O)c(O)c1	49	1	25	-0.1	2	-4	-6	-11
62	CCN(c1cccc(C)c1)S(=O)(=O)c1ccc2c(c1)CCN2C(C)=O	5	0	4	1.5	1	5	1	12
63	O=C1C2C3C=CC([C@@H]2C(=O)N1c1nccs1)C31CC1 (some centres undefined)	10	-4	-26	-0.3	-2	10	1	5
64	Cc1c(NC(=O)CN(c2ccc(F)cc2)S(=O)(=O)c2ccccc2)c(=O)n(-c2ccccc2)n1C	0	-3	4	0.1	1	-6	0	-2
65	CN(C(=O)c1cccc(NC(=O)Cc2cccc(NC(=O)C3CCN(C(=O)c4ccccc4)CC3)c2)c1)C1CC1	3	·	-4	-0.8	·	-9	-1	1
66	COc1c(F)c(F)c(C(=O)O)c(Nc2cc(C)cc(C)c2)c1F	2	1	-6	-1.9	0	-8	-3	11
67	COc1ccc(/C(C)=N/NC(=O)c2cccc(S(=O)(=O)N3CCCC3)c2)c(O)c1	43	0	·	-1.0	-1	-19	·	2

Not a hit list. About 5.8% of those tested had a hit in this group.
